Yfh1-depleted yeast – mitochondrial function rescue without frataxin homolog – Friedreich's ataxia, plus single-dose screen, dose response (AID 1465); S. cerevisiae Yfh1-off respiration, WST-1 reduction, 72 h; higher fold induction means a stronger effect; fold induction at 50 µM, or EC50 in µM where a hit was titrated; hit rate 0.074% among 220,000;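 active = fold induction of absorbance versus untreated yeast above a set limit, then at least 30% activation at any dose in follow-up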;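 also: activators that raise dye reduction in frataxin-depleted yeast; strong numbers were not always called active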
T cell HTS – T cell immune modulation candidate; 2C CD8+ T cell-vesicle binding, flow cytometry; hits give low values; calls only at 7 µM; hit rate 0.068% among 330,000; AID 2052;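 active = response, share of CD8 T cells binding vesicles, and their 90th percentile fluorescence all below set limits, cut at about 80% in these data, passing the limit was not always enough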
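Assay system: 2C TCR transgenic mouse naive CD8+ T cells, MACS-purified | Read-out: CD8+ gate FL2 mean fluorescence as % of same-row positive control | Signal: High-throughput flow cytometry with anti-B7-1 and anti-CD8 staining | Timing: Binding step 1.5 h, 37 °C, antibody labelling 20 min, ice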
Dynein cargo inh – dynein cargo transport inhibition. 3617.4 mouse cells, GR-EGFP nuclear translocation imaging; test concentration mostly 20 µM; stimulated with dexamethasone, 1 µM; hits give low values. z-score, hits read low. hit rate 0.47% among 220,000;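 active = plate z-score of nuclear minus cytoplasmic receptor signal below a set negative limit, without overly bright fluorescence or cell loss, cut at about -3.5 in these data, passing the limit was not always enough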;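 also: z-score of nuclear minus cytoplasmic ring GR-EGFP intensity difference per well; some compounds called inactive have numbers as strong as hits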
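Also added: dexamethasone, 1.0 µM final. Medium: tet-free, stripped-serum medium. Detection: fixed, Hoechst-stained cells imaged at 10x for EGFP. Read-out: nuclear-to-cytoplasmic GR-EGFP distribution per well. Times: induction 48 h, compound 1 h, agonist 30 min.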
Autophagy mod – alters autophagy in cells | MEF GFP-LC3 puncta imaging; test concentration mostly 10 µM | calls only at 10 µM (by protocol) | hit rate 0.98% among 190,000 | AID 463193;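 active = percentage of spot-positive cells more than 3 SD above its plate mean, without a fluorescence outlier flag or 80% toxicity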;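 also: spot-positive cell cutoff set from DMSO-treated cells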
WT yeast gro inh – growth inhibition of WT yeast, mitochondrial fusion screen. hit rate 2.1% among 190,000. AID 1362. inhibition, % at 10 µM. mitochondrial fusion phenotypic screen, WT strain; in the data active = inhibition above about 58%; tested in S. cerevisiae
P. falciparum M1AAP – malaria alanyl aminopeptidase activity blockers – biochemical, fluorogenic H-Leu-NHMec substrate, 1536-well (AID 1445); recombinant M1AAP, H-Leu-NHMec fluorogenic kinetic assay; higher % means a stronger effect; inhibition, % at 30 µM; hits with a dose series show IC50 in µM; hit rate 0.42% among 220,000;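 active = primary inhibition above the hit cutoff, then over 50% inhibition at one or more dose response concentrations, cut at about 23% in these data, passing the limit was not always enough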;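 also: plate controls were DMSO full reaction for no effect and no enzyme background for full effect; strong numbers were not always called active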
MT stabilizer – microtubule stabilization, imaging screen; AID 2205; hit rate 0.83% among 200,000; % tubulin-high responders, % at 10 µM; HeLa tubulin immunostaining HCS, 24 h; share of cells brighter than vehicle mean+2SD;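 active = plate Z-score above 3 for both tubulin-high and condensed-nucleus cell shares, with cell loss under 80%, at 10 µM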;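 also: anti alpha tubulin signal scored within the nucleus-defined area of each cell; some results filed as inactive read as strong as hits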
M17LAP inhibition – P. falciparum M17LAP inhibitors, primary screen, biochemical, fluorogenic H-Leu-NHMec substrate, 1536-well (AID 1619). recombinant M17LAP, H-Leu-NHMec fluorogenic kinetic assay; higher % means a stronger effect. one-dose inhibition, % at 30 µM; IC50 in µM for titrated hits. hit rate 0.38% among 220,000;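 active = compound inhibiting the enzyme by more than half at any dose during confirmatory dose-response retesting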;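 also: plate controls were full reaction with DMSO carrier for no effect and no enzyme background for full effect; strong numbers were not always called active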
b-catenin transl – alters nuclear translocation of beta-catenin in HeLa cells; hit rate 0.3% among 190,000; AID 1665; immunofluorescence imaging; nuclear translocation activity, % at 5 µM;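 active = nuclear translocation activity above 50% at 5 µM, with a well cell count of 50 or more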;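 also: per-cell ratio of nuclear to cytoplasmic median beta-catenin stain intensity; plate controls were DMSO negative control for no effect and GSK-3 inhibitor IX positive control for full effect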
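Assay system: human HeLa cells, native beta-catenin; doses: 5 µM primary, 0.02–20 µM confirmation; incubation: compound treatment 24 h, 37°C, 5% CO2; technique: fluorescence imaging of beta-catenin antibody stain plus DAPI; measure: % activation, nuclear-to-cytoplasmic median beta-catenin signal ratio per cell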
WT yeast gro inh mutant strain – further read-out of WT yeast gro inh, marked with its call; inhibition, %; mitochondrial fusion phenotypic screen, mutant strain inhibition
Dynein cargo inh cytoplasmic EGFP – further read-out of Dynein cargo inh, marked with its call; z-score; measured here: cytoplasmic GR-EGFP intensity; hits give high values
Dynein cargo inh nuclear GR-EGFP – second read-out of Dynein cargo inh, no call of its own (marks repeat the call); z-score; measured here: nuclear GR-EGFP intensity;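 lower value marks the stronger effect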
Dynein cargo inh cell count – recorded beside Dynein cargo inh, whose call it bears; z-score; measured here: cell count per field
b-catenin transl cell count 5 µM – also measured in b-catenin transl; calls as there; cell count; measured here: cell count, cytotoxicity flag
T cell HTS vesicle-bound % – further read-out of T cell HTS, marked with its call; double positive events, %; measured here: CD8+ vesicle-bound cell fraction;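 binding gate set so that unloaded-vesicle control wells show 10% double positive cells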
MT stabilizer Hoechst-high % – further read-out of MT stabilizer, marked with its call; % Hoechst-high responders; measured here: nuclear condensation Hoechst responders;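 share of cells brighter than vehicle mean plus two SD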
MT stabilizer cytotoxicity % – further read-out of MT stabilizer, marked with its call; toxicity, %; measured here: cytotoxicity by cell density;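 0% = mean cell density of plate MIN control wells and 100% = no cells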
Autophagy mod cell loss 18 h – further read-out of Autophagy mod, marked with its call; toxicity, %; measured here: cell loss, nuclei count;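 cell loss after 18 h compound exposure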
* hit, by the source's call; i = inactive; . = no result given.

Order of results: Yfh1-depleted yeast, T cell HTS, T cell HTS vesicle-bound %, Dynein cargo inh, Dynein cargo inh cytoplasmic EGFP, Dynein cargo inh nuclear GR-EGFP, Dynein cargo inh cell count, Autophagy mod, Autophagy mod cell loss 18 h, WT yeast gro inh, WT yeast gro inh mutant strain, P. falciparum M1AAP, MT stabilizer, MT stabilizer Hoechst-high %, MT stabilizer cytotoxicity %, M17LAP inhibition, b-catenin transl, b-catenin transl cell count 5 µM
Cc1ccc(/C=N/NS(=O)(=O)c2ccccc2)o1
    i, i, 50.6, 0.962, -0.116, 1.68, -1.44, i, -6.5, 13.1, -2.2, -2.2%, 3.2, 1.8, 4.9, 12.0%, -0.3, 559
Nc1nc(SCC(=O)Nc2ccc([N+](=O)[O-])cc2Br)n[nH]1
    i, i, 28.5, -0.243, -0.146, 0.906, -0.95, i, -5.9, 0.4, 1.6, 2.4%, 2.8, 3.5, 6.8, 10.2%, -1.5, 988
CCOc1ccc2nc3c(cc2c1)CN(CCOC)C(=NC)S3
    i, i, 51.6, -0.552, -0.242, -0.327, 0.273, i, 0.8, 3.4, 4.8, 10.0%, 2.5, 1.5, 6.8, 0.8%, 0.9, 1059
O=C1/C(=C/c2ccncc2)SC(=S)N1Nc1ccccc1
    i, i, 42.5, 0.0906, -0.0393, 0.00307, -1.74, ., ., ., ., 6.4%, ., ., ., 5.8%, 4.6, 1044
Cc1ccc(-c2cnn(-c3cccc([N+](=O)[O-])c3)c2N)cc1
    i, i, 26.3, -0.377, -0.231, -0.512, 0.21, i, -2.4, 7.6, 16.5, 8.6%, 1.9, 2.0, 5.6, 13.2%, ., .
Cc1c(O)ccc2c(CN(C)Cc3ccccc3)cc(=O)oc12
    i, i, 27.9, -0.844, -0.252, -0.457, 0.542, ., ., ., ., 11.9%, ., ., ., -17.5%, 0.3, 1272
COc1ccc2c(c1)nc(SCC(=O)c1ccc(Br)s1)n2C
    i, i, 34.4, -0.77, -0.0558, 0.0369, -0.261, i, -38.7, 11.1, -0.3, -1.0%, 2.6, 1.5, 1.5, 43.5%, ., .
CCCCCCCCNC(=O)c1cnccn1
    i, i, 32.1, -0.361, -0.273, -0.345, 0.00871, i, -1.4, 13.6, -4.0, -5.2%, 1.6, 3.8, 13.2, -0.7%, 1.1, 525
O=C(c1cnccn1)N1CCN(S(=O)(=O)c2ccc3ccccc3c2)CC1
    i, i, 68.8, 0.679, -0.184, 0.367, 0.359, i, -4.7, ., ., -4.9%, 3.8, 2.1, 4.8, 2.9%, -1.9, 1194
CN1CCN(CCCN(Cc2cccs2)C(=S)Nc2ccc(Cl)cc2)CC1
    i, i, 39.8, 1.19, -0.179, 0.836, 0.0995, i, 13.2, 13.4, 12.6, 5.5%, 2.8, 1.5, 8.1, -0.8%, 3.7, 1054
CCn1c(COc2cccc3ccccc23)nnc1SCC(=O)OC1CCCCC1
    i, i, 23.4, 0.00242, 0.0296, 0.506, -0.0492, i, 30.7, 44.7, 7.5, 6.2%, 2.1, 0.8, 6.9, -4.2%, -2.7, 1047
O=C(Nc1nc(-c2ccc(Cl)cc2)cs1)NC1CCCCC1
    i, i, 43.7, 0.359, -0.127, -0.0937, -2.05, i, 2.3, 40.5, 34.6, -1.1%, 2.1, 3.5, 10.0, -6.7%, 1.0, 1126
Cc1ccc(N=Cc2sc(O)c3ccccc23)cc1
    i, i, 26.4, 0.432, 6.49, 1.04, -2.17, i, 0.2, 1.9, 19.1, 5.2%, 3.0, 1.7, 4.6, 1.8%, -1.3, 1111
CCCCc1ccc(NC(=O)N[C@@H](CC(C)C)C(=O)O)cc1
    i, i, 14.7, 2.65, -0.292, 0.847, -0.571, ., ., ., ., -5.0%, ., ., ., -4.3%, 0.4, 1315
Cc1[nH]c2ccccc2c1C(=O)NS(=O)(=O)Nc1ccc(F)cc1
    i, i, 63.9, -0.269, -0.339, -0.227, 1.13, i, -3.2, -15.3, 11.3, 0.5%, 3.0, 3.7, 4.2, -5.3%, -1.3, 1116
Cc1cccnc1NC1CCCCC1
    i, i, 52.9, 0.836, -0.214, 0.53, -0.461, i, -5.2, 8.7, -7.7, -2.3%, 1.2, 1.1, 2.1, 0.2%, 4.1, 1101
CCC(C)(C)n1nnnc1C(c1cccs1)N1CCN(c2nc3ccccc3s2)CC1 (stereo unspecified)
    i, i, 34.5, 0.169, -0.298, 0.577, -0.394, i, 4.2, 55.6, 33.5, 3.7%, 4.5, 1.7, 4.2, 6.4%, 0.8, 1202
COc1ccc2c(=O)cc(-c3ccccc3)n(C)c2c1
    i, i, 51.3, 2.48, -0.136, 1.19, -1.92, i, 0.4, -26.4, 4.6, 1.9%, 2.9, 1.9, 5.1, 5.3%, 4.0, 1077
CC1CCCCC1NC(=O)/C(C#N)=C/c1ccccc1F (stereo unspecified)
    i, i, 53.6, -2.03, 0.321, -1.25, 0.643, i, 9.5, 72.6*, 47.2*, 0.4%, 4.3, 2.5, 4.6, 1.9%, -2.5, 1001
CCC(=O)Nc1ccc(C(=O)OCc2ccccc2Cl)cc1
    i, i, 19.7, -0.114, -0.236, 0.364, -0.261, i, 46.0, -0.8, -3.5, -1.7%, 2.0, 1.6, 8.7, -15.3%, -7.1, 1306
O=C(CS(=O)c1cccc(C(F)(F)F)c1)Nc1ccccc1Cl (stereo unspecified)
    i, i, 24.7, -0.149, -0.236, -0.416, 0.155, i, -5.6, -7.6, -19.9, -0.6%, 0.6, 1.3, 7.5, -1.7%, -1.4, 1365
c1ccc2[nH]c(C3CC3)nc2c1
    i, i, 31.8, -0.39, -0.382, -0.683, 1.5, i, -16.7, -17.6, -19.1, 7.4%, 3.1, 1.6, 10.3, -3.2%, 0.4, 1459
Cc1ccc(C2=Nc3ccccc3SC(c3cccc([N+](=O)[O-])c3)C2)cc1 (stereo unspecified)
    i, i, 63.0, -0.0829, -0.272, -0.449, 1.32, ., ., ., ., 0.1%, ., ., ., -2.5%, -0.2, 1272
CNC(=S)N1CCC(NC(=O)c2ccco2)CC1
    i, i, 25.4, 0.476, -0.237, 0.923, -0.777, ., ., ., ., -4.6%, ., ., ., 7.5%, -0.1, 1333
COC(=O)c1ccc(C(=O)OC)c(NC(=O)CCC(=O)O)c1
    i, i, 39.0, 0.116, -0.251, 0.572, -0.0135, i, -23.7, -2.3, 3.0, 6.3%, 1.9, 1.3, 6.9, -18.2%, -2.6, 1014
c1ccc(CCCNc2ncnc3nc[nH]c23)cc1
    i, i, 47.7, -0.261, -0.0988, -0.0133, -0.432, i, -10.0, -10.5, -15.2, 3.3%, 2.4, 2.3, 6.3, 45.9%, 0.0, 1055
CCOC(=O)CNC(=O)C1(c2ccccc2)CCCC1
    i, i, 46.3, -0.772, -0.083, -0.0903, 0.408, i, 4.2, 8.0, -8.7, -4.3%, 2.0, 2.1, 8.0, 1.3%, 0.8, 1062
Cc1ccc(N/N=C/c2cccnc2)cc1
    i, i, 8.3, -0.943, -0.158, -0.635, 0.587, i, -9.5, 34.6, 38.9, 5.7%, 3.5, 3.3, 7.2, 22.1%, 2.6, 1026
O=C1OCCC1Sc1nc2cc(Cl)ccc2n1Cc1ccccc1 (stereo unspecified)
    i, i, 33.1, -0.466, -0.183, 0.598, -0.674, i, 7.4, 12.9, 4.5, -2.7%, 2.2, 1.7, 6.9, -1.7%, -3.4, 895
C=CCN(C(=O)CCC(=O)O)C1CC(=O)N(c2ccc(OC)cc2)C1=O (stereo unspecified)
    i, i, 27.3, 1.91, 0.449, 1.96, -1.86, i, 1.3, -2.9, -28.6, -6.7%, 6.2, 1.9, 7.5, 3.2%, ., .
COC(CNC(=O)Cc1c(C)nc2c(-c3ccccc3)c(C)nn2c1C)OC
    i, i, 53.4, 1.37, -0.268, 1.41, -1.71, i, 9.8, 12.1, -1.3, -3.2%, 5.0, 2.4, 5.9, -6.5%, 0.5, 1112
CCC(=O)OCc1c(C(F)(F)F)nn(C)c1Sc1ccc(F)cc1
    i, i, 21.1, -0.842, -0.237, -0.447, 0.994, i, 19.5, 9.6, -3.9, -2.6%, 2.0, 1.4, 1.9, -3.6%, -1.0, 1337
COC(=O)c1ccc[n+](CC(=O)c2ccc(Br)cc2)c1
    i, i, 30.1, 0.269, -0.231, -0.198, -0.0477, i, 8.8, 7.2, 0.8, -7.0%, 2.4, 2.2, 0.1, 4.4%, ., .
CC(=O)NC1(C(F)(F)F)C(=O)Nc2c1c(=O)[nH]c(=O)n2CCc1ccccc1 (stereo unspecified)
    i, i, 16.7, 0.645, -0.264, 0.63, -0.867, ., ., ., ., 0.7%, ., ., ., 11.7%, 1.8, 1308
COc1ccc(-c2nnc(SCc3nnc(-c4ccc(Cl)cc4)o3)n2-c2ccccc2)cc1
    i, i, 21.1, 0.269, -0.248, 0.492, 0.436, i, 10.7, 63.6*, 22.3*, 4.1%, 3.2, 1.7, 8.7, 8.3%, 0.8, 1210

Screening results as filed in PubChem BioAssay.
